hgDAF12 agonist – H. glycines DAF-12 receptor agonists, primary screen, cell-based, luminescence, HEK293, GAL4 fusion, UAS-luciferase; HEK293 GAL4-hgDAF12 UAS-luciferase reporter, agonist luminescence; normalized to butyrate control; activation, % at 6.8 µM; 370,000 compounds, 1.8% hits;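 active = activation above a cutoff set at the mean of all screened compounds plus 3 SD, cut at about 10% in these data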;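 also: 0% = DMSO wells and 100% = sodium butyrate wells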
ssDAF-12 act – S. stercoralis DAF-12 nuclear receptor activators, primary screen, cell-based, luminescence, HEK293, GRIP1 co-expression, lit1-tk-luc. Nuclear hormone receptor DAF-12 (Strongyloides stercoralis). HEK293 ssDAF-12/GRIP1 lit1-tk-luc reporter; % of 3 µM dafachronic acid response. activation, % at 6.8 µM. 370,000 compounds, 1% hits;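 active = activation above the mean over all tested compounds plus 3 SD, cut at about 0.9% in these data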;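 also: 0% = DMSO-only wells and 100% = 3 µM delta7-dafachronic acid wells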
DAX1 inh-1 – DAX1 (NR0B1) inhibitors on StAR promoter, primary screen, cell-based, luminescence, SF-1 (NR5A1), full-length DAX-1 | HEK293T StAR-luciferase reporter, SF-1/DAX-1 repression relief | inhibition, % at 6.8 µM | 370,000 compounds, 1.1% hits | AID 652010, 2013;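 active = inhibition above the mean over all tested compounds plus 3 SD, cut at about 3.6% in these data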;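 also: 0% = DAX-1 cells with DMSO and 100% = cells lacking DAX-1 with DMSO; higher inhibition means more luminescence from relief of DAX-1 repression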
hcDAF-12 act – H. contortus DAF-12 nuclear receptor activators, primary screen, cell-based, luminescence, HEK293, lit1-tk-luc reporter; HEK293 hcDAF-12 lit1-tk-luc reporter; 0% DMSO, 100% Δ7-dafachronic acid; activation, % at 6.8 µM; 370,000 compounds, 1.4% hits; AID 652067, 2013;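 active = activation above the mean of all tested compounds plus 3 SD, cut at about 5.5% in these data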;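 also: 100% = response to 3 µM Δ7-dafachronic acid high control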
NPR1 activator – GC-A stimulated cGMP production enhancers – HEK293 GC-A cells, cGMP TR-FRET, EC30 ANP, primary screen; Atrial natriuretic peptide receptor 1 (Homo sapiens), P16066; 0% at EC30 ANP, 100% saturating ANP; activation, % at 10 µM; 370,000 compounds, 0.14% hits; in the data active = activation above about 40%
PG9 binder – binders of HIV-1 gp120 antibody PG9, primary screen, biochemical, TR-FRET | HIV-1 gp120 / PG9 antibody interaction | TR-FRET gp120-PG9 antibody binding | inhibition, % at 6.7 µM | 360,000 compounds, 0.43% hits; in the data active = inhibition above about 8.5%
ADAM17 inh – ADAM17 inhibitors, primary screen, biochemical, QFRET | 370,000 compounds, 0.83% hits | recombinant ADAM17, EDANS/DABCYL FRET peptide cleavage | inhibition, % at 6.95 µM | Disintegrin and metalloproteinase domain-containing protein 17 (Homo sapiens), P78536 | AID 720648, 2013;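 active = inhibition above the mean of compounds lying between control limits plus 3 SD, set per campaign, cut at about 8.5% in these data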;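 also: 0% = DMSO-only wells as the low control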
Target sequence (P78536 215-824 limits assumed): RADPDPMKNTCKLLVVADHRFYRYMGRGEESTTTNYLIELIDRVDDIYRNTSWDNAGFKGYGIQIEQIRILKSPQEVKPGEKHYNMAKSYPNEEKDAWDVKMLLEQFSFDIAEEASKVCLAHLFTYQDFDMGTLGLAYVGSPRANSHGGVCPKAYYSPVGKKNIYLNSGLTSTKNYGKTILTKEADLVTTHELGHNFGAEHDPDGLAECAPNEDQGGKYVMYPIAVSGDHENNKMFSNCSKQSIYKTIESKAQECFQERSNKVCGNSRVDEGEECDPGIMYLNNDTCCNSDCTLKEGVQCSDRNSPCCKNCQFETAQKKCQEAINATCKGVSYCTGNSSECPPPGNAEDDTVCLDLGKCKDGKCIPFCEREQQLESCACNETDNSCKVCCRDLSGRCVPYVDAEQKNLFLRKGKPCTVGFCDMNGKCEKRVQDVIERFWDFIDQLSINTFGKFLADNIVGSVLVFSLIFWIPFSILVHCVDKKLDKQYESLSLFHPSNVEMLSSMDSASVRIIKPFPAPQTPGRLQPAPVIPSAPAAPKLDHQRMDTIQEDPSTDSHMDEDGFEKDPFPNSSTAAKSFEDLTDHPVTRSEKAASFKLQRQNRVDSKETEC
ADAM10 inh – human ADAM10 inhibitors, primary screen, biochemical, QFRET, HTS; Disintegrin and metalloproteinase domain-containing protein 10 (Homo sapiens), O14672; recombinant ADAM10, EDANS/DABCYL FRET peptide cleavage, 3 h; inhibition, % at 7 µM; 370,000 compounds, 0.62% hits; AID 720582, 2013;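 active = inhibition above a per-campaign cutoff equal to the mean of compounds falling between control-based bounds plus 3 SD, cut at about 20% in these data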;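 also: 0% = DMSO wells while the 100% control is not disclosed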
DAX1 inh-2 – DAX1 (NR0B1) inhibitors, primary screen, cell-based, HEK293, Gal4-DAX1, luciferase luminescence; Nuclear receptor subfamily 0 group B member 1 (Homo sapiens), P51843; HEK293 Gal4-DAX1 luciferase reporter; inhibition, % at 6.75 µM; 340,000 compounds, 0.99% hits; AID 504766, 2011;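 active = inhibition above the mean over all tested compounds plus 3 SD, cut at about 4.2% in these data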;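 also: 0% = DAX1-transfected cells with DMSO and 100% = empty-vector control cells with DMSO; inhibition shows as a rise in luminescence from relieved DAX1 repression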
Target sequence (P51843 207-470 limits assumed): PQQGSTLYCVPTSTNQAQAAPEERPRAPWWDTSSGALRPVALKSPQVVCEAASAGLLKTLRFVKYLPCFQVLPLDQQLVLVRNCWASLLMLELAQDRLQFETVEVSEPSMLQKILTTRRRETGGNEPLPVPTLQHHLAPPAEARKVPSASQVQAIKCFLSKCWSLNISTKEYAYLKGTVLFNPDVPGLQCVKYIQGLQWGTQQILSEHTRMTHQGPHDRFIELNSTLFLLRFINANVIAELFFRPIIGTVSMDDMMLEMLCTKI
SMARCA2 activ – SMARCA2 (BRM) function activators, primary screen, cell-based, luminescence, high throughput; AID 652017, 2013; MG213 cells, MMTV-luciferase reporter, dexamethasone, overnight; activation, % at 9.1 µM; 370,000 compounds, 1% hits; in the data active = activation above about 7.8%;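 also: 0% = vehicle wells and 100% = reference activator wells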
GAA850 FXN act – FXN promoter activators, primary screen, cell-based, luciferase luminescence, HEK293 lucGAA850; AID 540364, 2011; 360,000 compounds, 0.56% hits; activation, % at 6 µM; HEK293 lucGAA850 FXN promoter luciferase reporter, 24 h; percent of 10 µM SAHA response;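 active = activation above the average of all compounds screened plus 3 SD, cutoff fixed separately per campaign, cut at about 7.5% in these data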;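 also: 0% = DMSO wells and 100% = 10 µM SAHA wells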
An asterisk follows results filed as active; i = inactive; . = no result given.

smiles,hgDAF12 agonist,ssDAF-12 act,DAX1 inh-1,hcDAF-12 act,NPR1 activator,PG9 binder,ADAM17 inh,ADAM10 inh,DAX1 inh-2,SMARCA2 activ,GAA850 FXN act
Cc1nc(Nc2ccccc2)sc1C(=O)c1ccccc1,5.9,-1.5,-0.1,0.1,1,0.6,1,6,.,-1,4.4
CCOc1ccc(NC(=O)C(C)NC(=O)c2ccccc2Cl)cc1S(=O)(=O)N1CCCC1 (centres undefined),-0.2,-0.6,-2.1,0.1,-3,0.2,-1,-14,1.1,-3,-0.8
COc1cccc(/C=N/NC(=O)c2cnccn2)c1O,3.8,-0.6,-0.3,0.0,2,-0.9,-6,2,2.4,1,2.4
COc1ccc(C(=O)Nc2cc(C(F)(F)F)ccc2-n2cncn2)cc1,-0.9,-0.7,-0.3,-1.8,-4,-2.1,-3,-14,-0.8,-4,2.6
Cc1cccc(NS(=O)(=O)c2ccc3nc(-c4ccccc4)[nH]c3c2)c1C,-2.2,-1.2,-1.1,-2.8,-11,-0.7,-4,-8,-1.1,-6,0.6
O=C1CCCN1CC(O)CS(=O)(=O)c1ccc(Cl)cc1 (centres undefined),1.0,-1.4,0.0,-0.6,3,-0.4,2,5,0.5,-2,1.5
CCOc1ccccc1OCCn1ncc2ccc(OC)c(OC)c2c1=O,1.9,-0.7,-0.9,-0.8,0,2.0,-4,-5,-0.9,-1,-0.6
Cc1nnsc1-c1c(C(=O)N2CCOCC2)c(C)nn1-c1ccc(Cl)cc1,-0.5,-1.5,0.3,-0.3,-2,-0.8,3,8,4.8*,-2,-0.9
Cc1cc(=O)oc2cc(OCC(=O)Nc3ccc(N4CCC(C)CC4)cc3)ccc12,-2.9,-1.2,-1.0,-4.1,1,0.5,-7,-9,-0.7,-1,0.1
O=C(CSc1nnc(-c2ccccc2Br)o1)N1CCN(C(=O)c2ccco2)CC1,1.2,-1.1,1.1,-0.7,2,-0.6,-1,-3,0.2,0,-1.9
CC1Sc2ccc(S(=O)(=O)N3CCC(C(=O)N(C)Cc4ccco4)CC3)cc2NC1=O (centres undefined),-1.5,-1.6,-2.9,-1.0,-2,0.9,1,3,0.6,-2,-2.0
CCOP(=O)(OCC)c1nc(-c2ccc(C)cc2)oc1N1CCOCC1,-1.1,-0.8,-0.7,-0.1,0,1.5,-152,i,0.8,-1,0.3
CCCCn1c(N)c(N(Cc2ccccc2OC)C(=O)C(C)C)c(=O)[nH]c1=O,0.9,-0.7,0.1,3.8,2,0.3,-5,6,0.7,-1,-0.1
Cc1ccn2cc(C(=O)Nc3cccc(C(=O)NC4CC4)c3)nc2c1,6.1,-0.7,3.2,1.7,2,1.2,-6,-4,-2.1,-1,3.2
Cn1nc([N+](=O)[O-])nc1Sc1cccc2cccnc12,0.1,-0.4,-2.0,-2.3,5,-0.5,-1,1,-1.6,-2,-0.3
O=C(NCCc1ccccn1)c1ccc2nc(Cc3ccccc3F)oc2c1,8.5,0.1,7.0*,1.0,-2,0.2,1,-13,2.1,1,3.0
Oc1cnn(-c2ccccc2)c1,3.5,-0.6,0.3,-0.8,5,-1.5,1,-2,0.8,1,-0.4
NC1=NC[C@H](c2ccccc2)N1CC1CCCCC1,-0.8,-0.9,-0.6,-2.0,-3,-0.4,-3,1,1.1,-1,0.3
O=C(NCc1ccccc1CN1CCCC1)c1cccc(S(=O)(=O)N2CCOCC2)c1,1.7,-0.7,1.6,-1.0,2,-1.1,-6,-11,0.8,-4,0.2
COC(=O)[C@H](CC(C)C)N(CCCc1cn(Cc2ccccc2)nn1)S(=O)(=O)c1ccccc1Br,1.8,-1.9,-2.2,-2.4,-4,.,13*,19,.,0,.
CCn1c(C)c(C(C)=O)cc(C#N)c1=O,2.7,-1.3,0.0,0.1,3,0.6,-2,2,0.0,0,3.2
Cc1cccc(C(=O)OCC(=O)Nc2ccccc2C(=O)NC2CC2)c1,0.9,-1.1,0.4,-0.2,-1,-1.4,-3,4,0.1,0,0.8
CCOc1ccc2nc(COC(=O)c3ccco3)c(C(C)=O)[n+]([O-])c2c1,0.5,-1.4,-0.4,-0.3,1,0.1,-36,-96,0.9,0,1.1
O=C(Nc1ccc(Cl)cc1)c1cc(S(=O)(=O)Nc2ccccn2)ccc1Cl,-1.5,-0.6,-0.2,0.8,1,-1.4,1,-20,-1.4,-4,-0.3
Cc1nnc(NC(=O)c2ccc(C)c(S(=O)(=O)N3CCOCC3)c2)s1,-4.2,-1.9,-0.3,-1.1,-1,-1.2,-1,-3,0.2,-1,2.1
Cc1ccc(C)c(OCCSc2nnc(C)c(=O)[nH]2)c1,0.7,-1.4,-0.4,-0.1,3,-0.1,3,6,0.1,2,-1.1
CCCOc1ccc(-c2c(C(=O)N/N=C/c3ccsc3)nnn2-c2nonc2N)cc1,-0.9,-1.4,-0.4,-2.0,-6,0.7,-4,3,1.8,-1,0.0
COC(=O)C1=C(C)NC(=S)NC1c1ccc(OCC(=O)N2CC(C)OC(C)C2)c(OC)c1 (centres undefined),2.3,-1.3,2.0,-1.4,1,0.1,3,-8,1.1,-4,0.4
O=C(CSc1ccccn1)Nc1ccc2c(c1)CCC2,5.7,0.0,5.0*,-0.3,1,0.6,4,-9,2.8,6,1.1
CCOc1ccccc1CN1C(=O)c2ccccc2C1C(=O)NC(C)CC (centres undefined),-0.8,-0.8,-0.1,-0.5,-6,0.9,4,15,-0.2,-9,-0.4
Cc1cc(C)nc(NC2=NCC(=O)N2c2ccccc2Br)n1,1.9,-1.4,0.9,-0.5,-6,-1.2,-4,0,1.1,-1,1.7
CC(C)(C)CC(=O)Nc1nnc(SCC(=O)NCc2cccs2)s1,-3.4,-1.8,-0.5,-1.6,2,1.7,-5,-4,-0.3,0,-1.0
Cn1c(=NC(=O)c2ccc(S(=O)(=O)N3CCCc4ccccc43)cc2)sc2cc(S(C)(=O)=O)ccc21,-3.0,-1.6,-0.1,0.3,6,1.4,-5,-1,0.6,1,0.6
CCOC(=O)c1ccc(/C=N/O)[n+](Cc2ccccc2)c1,1.8,-1.6,0.2,-2.0,-2,-0.7,4,8,0.0,-1,0.7
Cc1ccc(C(=O)C(C)OC(=O)Cn2cnc3c2c(=O)n(C)c(=O)n3C)cc1 (centres undefined),0.4,-1.0,0.8,-1.2,2,-0.4,-3,-4,0.5,-2,2.0
COc1ccccc1Cc1c(-c2ccc(Cl)cc2)nc2ccc(C)cn12,14*,1.2*,3.1,6.1*,6,-0.7,-7,-45,.,3,.
Oc1ccc(N=Nc2ccccc2-c2nn[nH]n2)c(O)c1,2.5,-0.4,-0.5,3.5,-4,-3.6,2,13,0.5,0,0.5
Cc1ccc(-n2c(SCCN)nnc2-c2cccc(C)c2)cc1,-0.9,-1.1,0.1,-0.2,-43,-0.1,-1,6,1.9,-5,0.5
CNC(=O)CSc1nnc(-c2cnccn2)n1C,1.5,-1.6,-0.4,-1.1,2,0.8,-1,-4,0.3,-1,0.6
COc1cc(OC)cc(C(=O)N2CC(=O)Nc3ccccc32)c1,1.4,-1.2,-1.0,1.9,-37,-0.4,-4,-5,-1.4,-2,-2.4
FC(F)Oc1ccc(-c2csc(NNC3=NCCCCC3)n2)cc1,5.5,0.6,1.6,0.2,-3,-1.9,2,-4,1.2,5,0.8
N/C(COc1cccc(Cl)c1)=N\O,-1.7,-0.9,0.0,1.6,1,0.8,-5,-7,0.0,-2,-0.9
CCCc1cc(=O)[nH]c(SCC(=O)N(C)CC(=O)Nc2ccc(C)cc2)n1,0.5,-1.2,0.0,-1.8,-3,0.6,-4,-8,0.7,0,-0.9
CNS(=O)(=O)c1cc(NC(=O)c2cncn2-c2ccccc2)ccc1C,-1.1,-0.8,-0.1,-0.2,3,0.2,0,3,2.1,-3,0.8
Cc1ccc(NCSc2ccc(Cl)cc2)cc1,7.2,-1.2,1.8,-0.2,8,-0.3,3,1,0.5,4,1.2
CCN1CCN(c2ccc(S(=O)(=O)N3CCCCC3)cc2NC(=O)c2cc3ccccc3o2)CC1,-1.4,-0.9,-3.8,-0.9,-2,0.3,-3,-15,0.4,-2,-2.9
O=C(O)c1ccccc1-c1ccccc1C(=O)Nc1nc2ccccc2s1,3.2,-0.8,-0.4,0.9,-3,-0.7,-2,-3,0.6,-3,-1.2
Cc1cnc(C(=O)OCC(=O)Nc2cc(Cl)ccc2C#N)cn1,3.4,0.4,-1.3,6.6*,1,2.6,-4,-25,0.9,-4,0.5
Cn1c(SCC(=O)Nc2ccc3cn[nH]c3c2)nnc1-c1cccs1,-1.0,0.1,-0.5,1.6,0,0.3,-8,-3,-1.2,-1,-2.3
Cc1ccc(CNC(=O)C2CCN(S(=O)(=O)c3c(C)noc3/C=C/c3ccco3)CC2)cc1,-0.9,-0.6,-1.1,-1.1,-4,-1.5,4,11,0.4,1,-0.7
COc1cccc(C2C(C#N)=C(N)Oc3cc(C)n(Cc4ccco4)c(=O)c32)c1 (centres undefined),1.3,-1.4,-0.4,-0.9,-1,0.6,-2,3,1.3,0,1.1
c1cc2nc(C34CC5CC(CC(C5)C3)C4)[nH]c2cn1,-0.6,-2.1,0.1,-3.9,0,-1.4,4,-1,-0.9,0,1.1
CC(C)(C)OC(=O)N1CCc2onc(-c3ccc(Br)cc3)c2C1=O,2.3,-1.4,1.3,0.2,0,-0.8,-5,-12,-0.6,-3,1.9
Brc1ccc(-c2noc(CCc3ccccc3)n2)o1,7.1,0.3,1.9,6.1*,0,-1.0,1,-13,2.2,1,2.5
CCOC(=O)c1ccc(-c2ccc(C(=O)Nc3cccnc3)o2)cc1,-0.4,-1.3,-0.6,-1.7,-5,-2.4,-1,-1,0.3,1,1.3
C[C@@H]1CN([C@@H](C)CO)C(=O)CCCn2nncc2CO[C@H]1CN(C)S(=O)(=O)c1ccc(-n2cccn2)cc1,0.8,-0.8,-0.1,-0.9,1,-0.6,0,-4,0.2,-2,-1.8
O=C1C(Cl)=C(NCCCO)C(=O)c2ccccc21,-2.7,-1.3,-1.5,-2.3,-7,-13,-2,-1,-1.3,1,2.9

Bioassay records (PubChem BioAssay)
